# From PubChem
# LYP phosphatase – inhibitors of LYP phosphatase, biochemical, fluorescence intensity, uHTS (AID 1779) | recombinant LYP phosphatase, fluorescence intensity; higher % means a stronger effect | one-dose inhibition, % at 11.5 µM; IC50 in µM for titrated hits | 290,000 tested, 0.054% active; in the data active means inhibition above about 50%;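 further: plate controls were vehicle with enzyme for no effect and no enzyme for full effect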
# HIV peptide binding – inhibitors of HIV fusion peptide binding, primary screen, biochemical, uHTS, fluorescence dequenching (AID 1986) | cell-free peptide binding, fluorescence dequenching, 30 min; higher % means a stronger effect | inhibition, % at 20 µM; hits with a dose series show IC50 in µM | 290,000 tested, 0.3% active; in the data active means inhibition mostly above about 52%, no sharp cut-off; inactive means mostly below about 76%; further: some results filed as inactive read as strong as hits
# PhoP inhibition – inhibitors of PhoP regulon expression, primary screen, Salmonella Typhimurium, GFP reporter (AID 1863) | 300,000 tested, 0.16% active | inhibition, % at 50 µM; hits with a dose series show IC50 in µM | S. Typhimurium PhoP-regulated promoter GFP reporter, 4 h; higher % means a stronger effect;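 active means inhibition over 29.93%, a cutoff 3 SD above the screen mean, later confirmed by dose response; inconclusive means inhibition over 29.93% but no dose response follow-up; inactive means inhibition at most 29.93% or unconfirmed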;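 further: 0% = low Mg2+ inducing control and 100% = high Mg2+ repressing control; strong numbers were not always called active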
# GPR35 arrestin U2OS – GPR35 antagonists blocking zaprinast-driven arrestin recruitment, primary screen, imaging, U2OS, beta-arrestin-GFP, zaprinast agonist (AID 2058); U2OS GPR35 beta-arrestin-GFP translocation imaging, zaprinast antagonism; higher % means a stronger effect; inhibition, % at 10 µM, or IC50 in µM where a hit was titrated; 290,000 tested, 0.052% active;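 active means inhibition of at least 50% with at least 30 cells and total cytoplasm GFP at most 10,000,000; inconclusive means under 30 cells or total GFP of 10,000,000 plus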
# NTR1 ag – agonists of NTR1, primary screen, imaging, U2OS cells, beta-arrestin-GFP, high content (AID 493036); Neurotensin receptor type 1 (Homo sapiens), P30989; NTR1-U2OS beta-arrestin-GFP spot imaging, agonist mode; activation, % at 20 µM; 330,000 tested, 0.17% active;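 active means activation at or above 40% of the spot to cytoplasm intensity ratio, with at least 20 cells analyzed; inconclusive means wells under 20 cells, flagged as cytotoxic or low count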;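 further: 0% = DMSO without peptide and 100% = 100 nM NTR1 peptide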
# Target sequence (P30989 whole entry, looked up): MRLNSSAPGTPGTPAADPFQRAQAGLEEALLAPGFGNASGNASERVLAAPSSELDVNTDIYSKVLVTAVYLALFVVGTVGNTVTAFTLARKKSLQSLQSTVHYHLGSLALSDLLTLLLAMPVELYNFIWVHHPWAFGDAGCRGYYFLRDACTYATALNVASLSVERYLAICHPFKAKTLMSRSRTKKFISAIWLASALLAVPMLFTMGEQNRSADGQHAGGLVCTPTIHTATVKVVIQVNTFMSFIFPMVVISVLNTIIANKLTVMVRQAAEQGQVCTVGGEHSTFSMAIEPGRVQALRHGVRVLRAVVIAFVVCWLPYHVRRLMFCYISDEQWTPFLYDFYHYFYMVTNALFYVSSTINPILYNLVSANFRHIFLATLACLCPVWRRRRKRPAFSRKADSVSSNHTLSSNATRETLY
# GPR55 LPI antagonism – GPR55 antagonists blocking LPI-driven arrestin recruitment, primary screen, imaging, U2OS, beta-arrestin-GFP, LPI agonist (AID 2013); U2OS GPR55 beta-arrestin-GFP translocation imaging, LPI antagonism; higher % means a stronger effect; inhibition, % at 10 µM; hits with a dose series show IC50 in µM; 290,000 tested, 0.13% active;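 active means spots per cell inhibited over 60%, with over 100 cells counted and total cytoplasm intensity under 500,000; inconclusive means wells with under 100 cells, flagged as likely toxic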;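 further: U2OS cells stably carrying GPR55 and arrestin-GFP stimulated by 5 µM LPI near EC80; imaged beta-arrestin-GFP aggregate spots per cell after agonist stimulation; plate controls were LPI-stimulated DMSO wells for no effect and DMSO wells without LPI for full effect; some results filed as inactive read as strong as hits; confirmed hits need IC50 under 10 µM and bright autofluorescent wells are also inconclusive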
# SIAH1 antagonists – Siah-1 peptide-binding antagonists, primary screen, biochemical, fluorescence polarization, rhodamine-plectin, uHTS (AID 1817); E3 ubiquitin-protein ligase SIAH1 (Homo sapiens); Siah-1 / rhodamine-plectin peptide fluorescence polarization; higher % means a stronger effect; one-dose displacement, % at 20 µM; IC50 in µM for titrated hits; 290,000 tested, 0.02% active;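 active means displacement of at least 50% at 20 µM, with a fluorescence ratio check between 0.3 and a set limit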;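 further: plate controls were Siah plus tracer with DMSO for no effect and tracer alone without Siah for full effect; strong numbers were not always called active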
# Myeloid diff 2 – induction of myeloid progenitor differentiation, primary screen, cell-based, flow cytometry, MLPCN library | ER-HoxA9 myeloid progenitors, lysozyme-GFP differentiation | calls only at 10 µM | 360,000 tested, 1% active | AID 624256, 2012;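 active means normalized GFP-positive differentiation at or above the plate's own cutoff, the solvent-only control mean plus 3 SD; inconclusive means no clear call, values can overlap the other calls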;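 further: cells exposed to compound for four days before flow analysis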
# MgcRacGAP inhibition – MgcRacGAP GTPase-activating activity inhibitors, confirmation, biochemical, ADP Hunter fluorescence. 340,000 tested, 0.6% active. inhibition, % at 30 µM, or IC50 in µM where a hit was titrated. Rac GTPase-activating protein 1 (Homo sapiens). MgcRacGAP-stimulated Rac1 GTP hydrolysis, ADP Hunter fluorescence; higher % means a stronger effect; GST-tagged Rac1 F28L mutant substrate;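 active means first-screen hits whose inhibition reached a set limit at any dose in the follow-up dose series; inconclusive means inhibition above the set first-screen limit but never retested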;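 further: fluorescence reports GDP produced by GAP-driven GTP hydrolysis; strong numbers were not always called active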
# NTR1 ag cell count 20 µM – also measured in NTR1 ag; calls as there; cell count; measured here: cell count, cytotoxicity flag
# Myeloid diff 2 GFP+ MAC1+ % – also measured in Myeloid diff 2; calls as there; GFP+ MAC1+ double positive, %; measured here: differentiation confirmed by MAC1 staining
# * marks the source's active call; other numbers are inactive results; i = inactive; ? = inconclusive; · = no result given; + = active, no number.
# Values run as follows: LYP phosphatase	HIV peptide binding	PhoP inhibition	GPR35 arrestin U2OS	NTR1 ag	NTR1 ag cell count 20 µM	GPR55 LPI antagonism	SIAH1 antagonists	Myeloid diff 2	Myeloid diff 2 GFP+ MAC1+ %	MgcRacGAP inhibition
> C=CCNC(=O)/C(C#N)=C/c1c(N2CCN(c3cccc(Cl)c3)CC2)nc2c(C)cccn2c1=O
→ -31%	-0.8%	13%	-2%	9.5	47	17%	6%	·	·	11%
> CSc1cccc(NC(=O)N2CCc3ccc(NC(=O)c4ccccn4)cc3C2)c1
→ 2%	0.3%	-7%	8%	6.4	69	11%	-3%	i	1.8	10%
> CCOC(=O)c1sc2ncnc(NCC(c3cccs3)N(C)C)c2c1C (centres undefined)
→ -9%	-1.5%	5%	12%	6.1	72	5%	-6%	i	0.6	9%
> Cc1ccc(NC(=S)N(CCN(C)C)Cc2cccs2)c(C)c1
→ -4%	2.1%	6%	-1%	1.0	46	8%	5%	i	0.7	19%
> CCNc1nc(C)nc2c1oc1ccccc12
→ -11%	-6.2%	-14%	-12%	0.4	59	1%	8%	i	1.3	13%
> CCCCn1nnnc1SCC(=O)N1CCOCC1
→ -2%	1.9%	-5%	15%	-0.4	82	-5%	8%	i	1.6	9%
> Cc1ccc(N(CC(=O)O)C2SC(=O)NC2=O)cc1 (centres undefined)
→ -4%	-1.1%	-12%	-3%	-1.4	64	1%	0%	i	0.3	0%
> Cc1ccc(-c2noc(CN3CCN(c4ccccc4F)CC3)n2)cc1
→ 3%	-4.0%	-2%	-20%	-2.9	41	-18%	-1%	i	1.1	7%
> Cn1c(=O)c2cc(S(=O)(=O)N3CCC(c4ccccc4)CC3)ccc2n(C)c1=O
→ 7%	2.6%	9%	-15%	1.9	58	-7%	7%	i	5.4	10%
> CC1CCN(S(=O)(=O)c2nnc(NC(=O)c3ccccc3Br)s2)CC1
→ -5%	9.5%	·	3%	0.2	94	9%	3%	i	3.3	3%
> COCCn1c(C2CCCCC2)nc2sc3ccccc3c(=O)c2c1=O
→ -7%	11%	-3%	5%	3.5	75	2%	-2%	i	0.4	11%
> COC(=O)c1ccc(-c2ccco2)n1Cc1nc(-c2ccc(OC)c(OC)c2)oc1C
→ 6%	13%	-7%	-10%	5.6	49	-1%	0%	i	1.3	10%
> Nc1nnc(SCC(=O)c2cccc([N+](=O)[O-])c2)s1
→ -6%	-2.4%	7%	-10%	1.2	54	20%	0%	i	1.2	1%
> COc1ccccc1C1/C(=C(/O)c2ccc(C)cc2)C(=O)C(=O)N1Cc1ccco1 (centres undefined)
→ -4%	-0.9%	3%	-11%	-0.1	75	0%	-6%	i	0.2	-42%
> O=C(CN1CCC(NC(=O)C2CCCCC2)CC1)Nc1cccc(F)c1
→ -14%	0.1%	·	-3%	-0.7	40	15%	-2%	i	1.9	7%
> COC(=O)Cn1c(=O)c2c(n(Cc3ccccc3)c1=O)N/C(=C/c1ccc(OC)cc1)C2=O
→ 8%	15%	4%	-9%	2.7	58	11%	3%	i	0.7	9%
> Cc1ccc(-c2c[n+]3c(n2-c2ccccc2)SCC3)cc1
→ -7%	0.8%	8%	5%	0.2	46	-13%	6%	?	·	10%
> COc1ccccc1Cn1c(=O)c2ccccc2n2c(Sc3ncnc4sccc34)nnc12
→ 4%	-0.5%	-11%	-1%	0.1	73	-5%	-1%	i	0.2	5%
> COC(OC)c1ccnc(-c2ccc(OC(=O)c3ccc(F)cc3)cc2)n1
→ 0%	-1.3%	5%	-2%	1.1	46	11%	2%	i	0.3	6%
> O=C(Nc1nnc(-c2ccco2)o1)c1ccc(N2C(=O)CCC2=O)cc1
→ -4%	7.1%	4%	-23%	-0.1	56	2%	16%	i	0.3	14%
> O=C(NCc1cccnc1)C(=O)Nc1ccc2c(c1)OCO2
→ 5%	0.4%	-8%	0%	-0.6	62	-4%	1%	i	1.6	3%
> COc1ccc2cc(CN(Cc3ccco3)C(c3nnnn3C3CCCCC3)C(C)C)c(=O)[nH]c2c1 (centres undefined)
→ 8%	-1.5%	-23%	8%	2.3	54	3%	1%	+	1.9*	7%
> Cc1cccc(NC(=O)c2cc(S(=O)(=O)N3CCc4ccccc43)cn2C)c1
→ -10%	0.1%	·	-8%	1.0	68	-2%	2%	i	3.9	3%
> COc1ccc(NC(=O)Nc2sc(NS(=O)(=O)c3ccccc3)nc2C)cc1
→ -7%	11%	8%	17%	0.7	42	14%	-6%	i	0.6	-31%
> CCOC(=O)c1ccc2ncc(C(=O)OCC)c(NCc3ccco3)c2c1
→ -7%	1.9%	2%	3%	4.0	48	-2%	-6%	i	0.4	10%
> COCCN1C(=O)C(=O)/C(=C(/O)c2ccc(S(=O)(=O)N3CCOCC3)cc2)C1c1cccc(OC)c1 (centres undefined)
→ 1%	2.9%	-7%	2%	0.2	68	-16%	1%	i	1.3	4%
> CCOc1ccc(OCc2ccc(C(=O)NN)o2)cc1
→ -4%	-2.3%	-5%	-3%	0.1	64	1%	-5%	+	1.8*	16%
> COc1cccc(CNC(=O)C2CCN(c3ncnc4c3nc3n4CCCCC3)CC2)c1
→ -10%	0.9%	-8%	-2%	1.1	48	15%	4%	i	5.1	7%
> CSc1nc(C)c2cc(C)oc2n1
→ 0%	-0.2%	3%	-8%	-0.4	68	7%	-8%	i	0.4	4%
> COC(C[C@@H]1O[C@@H]1[C@@H](O)[C@@H](C)OCc1ccccc1)OC
→ -8%	1.1%	2%	-1%	-1.3	91	-4%	11%	i	1.0	8%

# Two compounds from above, showing only LYP phosphatase.
canonical_smiles,LYP phosphatase
O=C(CN1CCC(NC(=O)C2CCCCC2)CC1)Nc1cccc(F)c1,-14%
COC(=O)Cn1c(=O)c2c(n(Cc3ccccc3)c1=O)N/C(=C/c1ccc(OC)cc1)C2=O,8%

# Looked up above:
# SIAH1 antagonists with `COc1ccc2cc(CN(Cc3ccco3)C(c3nnnn3C3CCCCC3)C(C)C)c(=O)[nH]c2c1` (centres undefined) : 1%
# NTR1 ag cell count 20 µM with `CCOC(=O)c1ccc2ncc(C(=O)OCC)c(NCc3ccco3)c2c1` : 48
# PhoP inhibition with `COCCn1c(C2CCCCC2)nc2sc3ccccc3c(=O)c2c1=O` : -3%

# Next section.
# Values run as follows: LYP phosphatase	HIV peptide binding	PhoP inhibition	GPR35 arrestin U2OS	NTR1 ag	NTR1 ag cell count 20 µM	GPR55 LPI antagonism	SIAH1 antagonists	Myeloid diff 2	Myeloid diff 2 GFP+ MAC1+ %	MgcRacGAP inhibition
> CCOCCCNC(=S)N1CCC(NC(=O)c2ccco2)CC1
→ -4%	-1.8%	-4%	0%	-0.1	60	6%	4%	i	0.6	-3%
> Cc1cc(C)n2nc(SCc3ccccc3F)nc2n1
→ -4%	0.6%	-7%	-2%	1.6	48	8%	2%	i	0.6	·
> CCOC(=O)c1c(C2CC2)csc1NC(=O)COC(=O)c1cc(OC)c(OC)cc1[N+](=O)[O-]
→ 3%	1.1%	-18%	-8%	6.1	93	-2%	11%	i	0.5	10%
> CCOC(=O)c1ccc(N2C(=O)CC(Sc3ncccn3)C2=O)cc1 (centres undefined)
→ -5%	1.5%	0%	5%	-0.1	55	-2%	6%	i	0.5	8%
> S=c1[nH]nc(-c2cc(-c3ccccc3)n[nH]2)n1/N=C/c1c2ccccc2cc2ccccc12
→ -1%	6.2%	-2%	-16%	7.6	68	1%	2%	i	0.3	15%
> Cc1ccc(NC(=O)CCNS(=O)(=O)c2ccc3[nH]c(=O)oc3c2)cc1
→ -8%	-1.4%	5%	14%	-0.8	52	0%	-2%	i	1.8	-2%
> CC1Cc2ccccc2N1S(=O)(=O)c1cnc[nH]1 (centres undefined)
→ 0%	-0.2%	-8%	8%	-3.4	95	15%	-4%	·	·	3%
> CCCCC1=CC2=CC(=O)C(C)(OC(=O)c3cnc4ccccc4n3)C(=O)C2=CO1 (centres undefined)
→ 3%	76%	2%	-10%	18	83	1%	25%	·	·	·
> Cc1cc(C)c(NC(=O)CSc2nc3ncc(Cl)cc3[nH]2)c(C)c1
→ -6%	2.2%	-10%	-4%	2.2	71	-12%	0%	i	1.1	4%
> CCC(=O)Nc1nc(CC(=O)Nc2ccccc2)cs1
→ 0%	-0.9%	-4%	3%	-0.6	88	1%	-2%	i	2.0	8%
> c1ccc(-c2cnc(SCCN3CCOCC3)n2CC2CCCO2)cc1 (centres undefined)
→ -6%	1.0%	2%	-3%	-3.2	59	4%	2%	i	0.3	19%
> CCOC(=O)C1=C(C)Nc2ccc(C)cc2S1
→ -6%	-1.7%	9%	22%	-1.3	57	18%	1%	i	2.0	36%
> COCCCNC(=O)c1ccc(CS(=O)(=O)c2ccccc2OC)o1
→ -5%	-1.4%	4%	4%	-0.1	102	9%	-3%	i	0.3	14%
> CC(=O)Nc1ccc(NC(=S)NC(=O)c2oc3ccccc3c2C)cc1
→ -7%	2.6%	1%	-15%	3.3	52	9%	4%	i	0.3	10%
> CC1CCCCN1C(=O)C(=O)c1cn(CC(=O)N2CCCCCC2)c2ccccc12 (centres undefined)
→ -8%	-1.0%	1%	11%	-0.3	92	15%	-5%	i	4.6	11%
> NC(=O)C1CCN(C(=O)CSc2ncccn2)CC1
→ -6%	-0.7%	-2%	-15%	0.6	30	6%	4%	i	0.7	2%
> Cn1c2c(c(=O)n(C)c1=O)CN(Cc1ccc(F)cc1)CN2
→ -9%	1.1%	6%	7%	-0.6	39	25%	1%	·	·	8%
> Cc1cc(NS(=O)(=O)c2ccc(NC(=O)N[C@H](C(=O)O)C(C)C)cc2)no1
→ -8%	2.3%	9%	-11%	-0.4	49	6%	3%	i	0.6	5%
> CCOc1cc(/C=C2\C(=N)N3N=C(S(=O)(=O)CC)SC3=NC2=O)ccc1OC(=O)c1ccco1
→ 10%	61%*	-16%	-2%	0.1	54	-3%	3%	i	1.7	26%
